bovine MsrA act = activates bovine MsrA enzyme. hit rate 0.3% among 360,000. activation, % at 10.6 µM. purified bovine MsrA, absorbance read-out; in the data active means activation above about 7.5%;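 further: 0% = vehicle and 100% = reference activator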
CSN deneddyl inh = CSN deneddylation inhibition. Q92905. Purified CSN, SCF-Nedd8-OG deneddylation, fluorescence polarization. inhibition, % at 12.5 µM. hit rate 0.38% among 360,000. AID 651999;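 active means pattern-corrected inhibition above about 35%, with an unprinted fluorescence ratio check between 0.5 and 1.5, limit read from the data, passing the limit was not always enough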;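 further: 0% = enzyme with substrate and 100% = substrate without enzyme; some results filed as inactive read as strong as hits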
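Material: human Csn5 produced in HEK293T cells; Input: enzyme 0.24 nM; Reagent: SCFSkp2-Nedd8OG substrate at 10 nM final; Dosing: 12.5 µM compound; Incubation: 90 min reaction at room temperature; Detection: fluorescence polarization of the substrate; Evaluation: % inhibition of substrate cleavage by Csn5; Control set: substrate-only high control, full reaction low control.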
Rpn11 inh = inhibitors of human proteasome Rpn11 | O00487 | hit rate 0.59% among 360,000 | human 26S proteasome, Ub4-pepOG fluorescence polarization; 20S core pre-blocked with epoxomicin | calls only at 20 µM;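 active means inhibition at 20 µM, scaled to each plate's controls, above about 33%, limit read from the data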
MsrA inh = inhibits bovine methionine sulfoxide reductase A; purified bovine MsrA, absorbance read-out; inhibition, % at 15.5 µM; hit rate 0.75% among 360,000; in the data active means inhibition above about 4.5%;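 further: 0% = vehicle wells with enzyme and 100% = reference inhibitor wells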
FAS-TE inh = inhibitors of human fatty acid synthase thioesterase domain. hit rate 0.67% among 360,000. P49327. recombinant FAS-TE, OMFH fluorogenic substrate, fluorescence endpoint. inhibition, % at 15 µM;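 active means compounds whose normalised, plate-corrected inhibition of enzyme fluorescence in the single-dose primary screen is 50% or more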;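 further: 0% = DMSO with enzyme and 100% = substrate without enzyme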
MT1-MMP act inh = MT1-MMP (human) activation inhibition | hit rate 0.061% among 360,000 | GFP/RFP ratio change, % at 20 µM | HT1080 RFP-PRO-GFP cells, GFP/RFP ratio fluorescence, overnight; percent of plate control window, DMSO zero | P50281 | AID 651647;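 active means GFP/RFP ratio change of at least 30% with cell ATP level not reduced by more than half and red fluorescence within 50% of control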; further: strong numbers were not always called active
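Compound: 20 µM single dose, 1% DMSO / System: HT1080 RFP-PRO-GFP cells / Controls: DMSO and RFP-L50D-GFP cell wells / Read-out basis: GFP/RFP fluorescence ratio / Schedule: overnight compound exposure at 37 °C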
E coli Lon inh = inhibitors of E. coli Lon protease | P0A9M0 | purified E. coli Lon protease, fluorescence polarization | inhibition, % at 7.94 µM | hit rate 0.42% among 360,000 | AID 602123; in the data active means inhibition above about 13%, passing the limit was not always enough;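 further: 0% = enzyme with probe and DMSO and 100% = no enzyme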
PABP1 MLLE inh = inhibitors of microRNA-mediated deadenylation, human PABP1 MLLE binding. inhibition, % at 20 µM. hit rate 0.36% among 360,000. GST-MLLE / FITC-PAM2 fluorescence polarization. P11940; in the data active means inhibition above about 35%, passing the limit was not always enough;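 further: plate controls were DMSO wells with GST-MLLE for no effect and wells lacking GST-MLLE protein for full effect; some results filed as inactive read as strong as hits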
Rin1-Abl PPI inh = inhibitors of human Rin1-Abl protein interaction | inhibition, % at 7.35 µM | TR-FRET Rin1/Abl binding, biochemical | hit rate 0.4% among 360,000; in the data active means inhibition above about 5%, passing the limit was not always enough
* = called active by the depositor; i = inactive; x = no result given. Rows were taken by chance, and some 3.7% of all compounds hit somewhere here.

canonical_smiles	bovine MsrA act	CSN deneddyl inh	Rpn11 inh	MsrA inh	FAS-TE inh	MT1-MMP act inh	E coli Lon inh	PABP1 MLLE inh	Rin1-Abl PPI inh
Cc1sc2c(c1C)C(=O)NC(c1ccccc1F)N2 (stereo not given)	-4	4	i	0.9	-3	-7	-7	21	-2
CCN(C(=O)CSc1nnc(-c2ccccc2)n1C)C1CCS(=O)(=O)C1 (stereo not given)	-4	-1	i	0.5	-8	-1	0	-10	0
Nc1cc(=O)[nH]c(N2CCN(c3ccccc3)CC2)n1	0	-12	i	1.4	-5	4	-6	18	-4
CNC(=O)NC(=S)NC(=O)c1ccc(OC)cc1	0	1	i	1.2	-8	2	5	36	-2
CCOc1ccc(NC(=O)CCNS(=O)(=O)c2ccc3c(c2)CC(C)N3C(C)=O)cc1 (stereo not given)	-3	3	i	-1.2	-3	-3	15	8	-5
COc1ccc2ccccc2c1/C=N/Nc1ccc(Cl)c(C(=O)O)c1	-4	2	i	0.7	2	1	4	-18	0
CCc1ccc2[nH]c3nc(SCC(=O)NCC4CCCO4)nnc3c2c1 (stereo not given)	-10	2	i	0.2	-7	7	0	-19	-1
O=S(=O)(NCc1ccncc1)c1ccc(S(=O)(=O)NCC2CCCO2)cc1 (stereo not given)	-4	-1	i	0.5	-10	1	-7	0	0
O=C1CC(c2ccccc2)CC2=C1C=Nc1ccccc1N2 (stereo not given)	-5	0	i	1.8	0	-4	-4	-12	0
Cc1nnc(NC(=O)C(C)Sc2nnc(CCNC(=O)c3ccccc3F)n2C)s1 (stereo not given)	-4	0	i	1.1	-2	0	0	-2	0
COc1ccc(CCNC(=O)c2ccc3c(=O)n(Cc4ccco4)c(=S)[nH]c3c2)cc1OC	-5	6	i	-1.0	-9	-10	-5	-29	-2
Cc1c(C(=O)N2CCc3ccccc3C2)oc2ccc(Br)cc12	-1	2	i	0.9	24	-1	3	8	-1
CC(=O)c1cc(F)ccc1OCC(=O)Nc1ccc2c(c1)OCO2	-3	-2	i	-0.5	4	2	2	10	0
CCC(CO)Nc1ccc(-c2nn(C)c(=O)c3ccccc23)cc1[N+](=O)[O-] (stereo not given)	-3	7	i	0.6	-2	-1	8	13	-7
Cc1ccc(C(=O)COC(=O)CNC(=O)CNC(=O)c2ccc(C)cc2)cc1	-4	-7	i	0.5	-9	5	-2	10	-1
Brc1cc(Br)c(Oc2cc(Br)c(Br)cc2Br)cc1Br	-3	-2	i	0.8	26	-4	0	-11	-2
CCCn1nc(NC(=O)c2ccco2)c2cc3ccc(C)cc3nc21	-2	9	i	0.1	3	1	2	-7	-4
Cc1ccc([N+](=O)[O-])cc1N=Cc1ccc(Br)s1	-2	3	i	-0.7	-10	-4	5	-8	-3
CCc1ccccc1OCC(=O)OCC(=O)c1c(N)n(C)c(=O)n(C)c1=O	-1	0	i	-1.9	-1	2	6	-11	-1
CN(CC(=O)NNC(=O)Cc1ccccc1F)S(=O)(=O)c1ccc(Cl)cc1	-5	1	i	-0.4	-4	8	6	7	2
Cc1ccc(NC(=O)C(=O)NCCc2c[nH]c3ccccc23)cc1C	-3	4	i	0.4	0	3	1	1	-2
COc1ccc(COCC(CC(C)C)N2CCN(C(=O)c3cccc(C(F)(F)F)c3)CCC2=O)cc1 (stereo not given)	-11	-3	i	1.8	6	1	5	-9	6
C(=C\c1nc2ccccc2[nH]1)/c1ccccc1	-9	1	i	4.7*	-4	9	3	-9	8
CCc1ccccc1NS(=O)(=O)c1cccc2nsnc12	-3	3	i	1.1	1	3	2	2	-2
CCCC(=O)Nc1cc2c3c(c1)C(C)C(=O)N3CCC2 (stereo not given)	-4	3	i	-1.1	-6	2	-4	2	-1
CCOC(=O)c1c(NC(=O)c2ccccc2N(C)S(=O)(=O)c2ccccc2)sc2c1CCCC2	-3	-17	i	0.7	30	-12	0	-102	0
Cc1ccc(-c2c[n+](CC(=O)Nc3cc(=O)n(C)c(=O)n3C)c3n2CCC3)cc1	-2	-7	i	0.6	-7	4	-15	-1	1
CCc1ccc(OCCNC(=O)c2cc(SC)ccc2Cl)cc1	-4	-5	i	0.1	15	2	3	5	-3
O=C(COC(=O)COc1ccc(Cl)cc1Br)NC1CCCCCC1	-4	1	i	-0.4	1	-4	-2	2	3
CN(C)c1nc(NCc2ccccc2)nc(N/N=C/c2ccc3c(c2)OCO3)n1	-3	-16	i	3.4	4	10	-2	-10	1

Other entries follow.
canonical_smiles	bovine MsrA act	CSN deneddyl inh	Rpn11 inh	MsrA inh	FAS-TE inh	MT1-MMP act inh	E coli Lon inh	PABP1 MLLE inh	Rin1-Abl PPI inh
CCN(C(=O)COc1ccc(F)cc1Br)c1c(N)n(Cc2ccccc2)c(=O)[nH]c1=O	-2	3	i	1.1	-7	1	8	-1	4
COc1ccc(OC)c(NS(=O)(=O)c2cccs2)c1	-5	-1	i	1.2	-9	2	-9	-8	2
COCCN(C(=S)Nc1cccc(C)c1)C(C)c1cccnc1 (stereo not given)	-2	-3	i	-0.6	-2	-11	3	-5	-1
Cc1nn(CCC#N)c(NC(=O)c2ccccc2)c1P(=O)(Nc1ccc(Br)cc1)N1CCOCC1 (stereo not given)	-4	2	i	-1.1	-3	-3	-7	6	4
Cc1cc(C)cc(OC(=O)c2cccnc2)c1	0	1	i	0.6	-1	-6	-8	7	-1
O=C1CC(N2CCN(Cc3ccc4c(c3)OCO4)CC2)C(=O)N1c1ccccc1 (stereo not given)	-2	1	i	x	-10	1	-2	-3	0
Cc1cc(C)nc(NC(=O)c2cccs2)n1	-1	1	i	-1.5	-6	3	7	-2	-1
Cc1c(Br)cc(C(=O)N2CCN(CCO)CC2)c(C)c1C	-1	0	i	-0.3	-6	1	-6	-7	0
CCOc1ccc(NC(=O)CSc2nc3cccnc3n2CC)cc1	-5	-2	i	-0.3	-4	-4	5	-16	1
Nc1ccn(C2OC(CO)C(O)C2F)c(=O)n1 (stereo not given)	-4	-6	i	0.6	-3	-5	-5	1	3
COc1cc(/C=N/N2CCCCC2)cc(OC)c1O	-2	4	i	0.2	-7	12	-1	20	1
COc1cc(-c2coc3c(C(=O)NCc4ccncc4)cccc23)ccc1O	-1	8	i	-0.3	-5	-1	1	22	-3
Cn1nccc1C(=O)N/N=C/c1ccccc1[N+](=O)[O-]	-5	2	i	0.6	-4	2	-7	-10	-3
CCN(CC)c1ccc(C2C3CCCCC3(O)CCN2CC(=O)Nc2ccccc2)cc1 (stereo not given)	-4	1	i	-0.1	2	-1	-10	-8	-2
CCC(NC(=O)c1cc(COc2ccc(F)c(F)c2)on1)c1ccncc1 (stereo not given)	-3	-1	i	-1.0	-5	-7	-4	5	0
C[C@@H](c1ccccc1)N1C[C@@H](COCc2ccccc2)Oc2cc(N3CC[C@@H](N(C)C)C3)ccc2S1(=O)=O	0	-7	x	-1.5	25	3	4	x	x
S=C(Nc1ccc(Cl)cc1Cl)NC1CCCCC1	2	-4	i	0.1	7	3	8	17	0
COc1ccc(C(=O)Nc2ccc(NC(=O)c3cccs3)cc2)cc1Cl	-3	-3	i	-1.4	6	2	5	1	1
CCCC[C@H]1COCCS(=O)(=O)N1Cc1ccc(C)cc1	0	2	i	-0.8	-8	3	5	-8	0
COc1ccc2c(-c3ccccc3)cc(=O)[nH]c2c1	-2	-1	i	2.7	-3	5	0	13	0
CC1CCN(S(=O)(=O)c2csc(C(=O)Nc3ccccc3)c2)CC1	-1	8	i	0.5	9	-6	7	-4	2
C=CCNC(=O)CCCC(=O)NCC=C	-5	-1	i	0.0	-10	0	-5	-3	-1
O=C(N/N=C/c1cc(Br)c(Br)s1)c1ccncc1	-5	7	i	2.3	3	-3	0	0	0
COc1ccc(N(Cc2cc3ccccc3[nH]c2=O)S(=O)(=O)c2ccc(C)cc2)cc1	-4	0	i	-0.6	13	-4	-8	-19	3
O=c1[nH]c2cc3c(cc2cc1CN(CCCO)C(=S)NCc1ccco1)OCO3	-4	-3	i	1.6	0	1	9	-21	1
COC(=O)CSc1nnc(-c2ccc(OC)cc2OC)o1	0	8	i	0.3	-3	4	11	-4	0
CCC(=O)Nc1nc2ccc(NC(C)=O)cc2s1	-2	0	i	1.0	-6	-7	-5	7	-6
CCOC(=O)Nc1ccc2c(c1)N(C(=O)N1CCN(C)CC1)c1ccccc1S2	3	1	i	0.7	-2	-12	17	4	1
O=C(O)CN1CCN(Cc2cccc(Cl)c2)C1=O	-4	2	i	-0.8	-6	-2	7	-5	6
COC(=O)C1C=CC(OC2OC(COC(C)=O)C(OC(C)=O)C(OC(C)=O)C2OC(C)=O)n2c(=O)n(-c3ccccc3)c(=O)n21 (stereo not given)	-7	-2	i	0.3	-3	-7	-1	15	4

The list goes on:
canonical_smiles	bovine MsrA act	CSN deneddyl inh	Rpn11 inh	MsrA inh	FAS-TE inh	MT1-MMP act inh	E coli Lon inh	PABP1 MLLE inh	Rin1-Abl PPI inh
Cc1ccc(NC(=O)C(=O)NN)cc1	-4	3	i	-0.2	-3	4	-7	-2	-4
OC(c1ccc(Cl)c(Cl)c1)c1ncc(-c2ccccc2F)[nH]1 (stereo not given)	-6	3	i	-0.6	23	1	-2	-7	0
O=C(Cc1ccc(-c2ccccc2)cc1)NC1CCCC1	0	0	i	0.6	0	-3	-13	-12	-4
Cn1c(SCC(=O)NC2CCCCC2)nc2c(c1=O)SCC2	-3	2	i	1.2	-6	2	4	6	1
COc1ccc(N(CC(=O)N2CCOCC2)S(C)(=O)=O)c(OC)c1	-11	4	i	0.3	-11	-1	-10	10	-6
N#CCCN(C(=O)COC(=O)CNC(=O)c1cccs1)c1ccc(F)cc1	-2	1	i	-0.1	-10	2	-2	-9	-2
CC(C)(CNC(=O)c1ccc(S(=O)(=O)Nc2cccc(C(F)(F)F)c2)cc1)N1CCOCC1	0	-2	i	-0.4	-5	-1	-4	-4	2
O=C(CSc1nnnn1Cc1ccccc1)NCC(=O)c1ccccc1	1	-4	i	-0.9	1	3	-7	-2	3
Cc1sc(-n2c(C)cc(/C=N/n3cnnc3)c2C)c(C#N)c1C	-3	3	i	x	-8	5	-10	36	-2
COc1cccc(N2CCN(C(=O)CN(c3ccc(C)cc3)S(=O)(=O)c3c(C)n[nH]c3C)CC2)c1	1	3	i	0.3	-3	1	-5	-2	-1
COC(=O)c1c(NC(=O)c2ccccc2)sc2c1CC(C)(C)NC2(C)C	-1	2	i	0.3	-1	4	-11	5	0
CN(C)S(=O)(=O)N1CCc2ccccc21	-3	-1	i	0.6	-11	5	-7	-2	1
O=C(Nc1ccccc1C(=O)O)c1cc(S(=O)(=O)N2CCOCC2)cs1	-6	1	i	-0.2	-9	0	8	-5	2

Exported field by field: part of the list above.
COCCN(C(=S)Nc1cccc(C)c1)C(C)c1cccnc1 (stereo not given)
  bovine MsrA act = -2; CSN deneddyl inh = -3; Rpn11 inh = i; MsrA inh = -0.6; FAS-TE inh = -2; MT1-MMP act inh = -11; E coli Lon inh = 3; PABP1 MLLE inh = -5; Rin1-Abl PPI inh = -1
Cc1nn(CCC#N)c(NC(=O)c2ccccc2)c1P(=O)(Nc1ccc(Br)cc1)N1CCOCC1 (stereo not given)
  bovine MsrA act = -4; CSN deneddyl inh = 2; Rpn11 inh = i; MsrA inh = -1.1; FAS-TE inh = -3; MT1-MMP act inh = -3; E coli Lon inh = -7; PABP1 MLLE inh = 6; Rin1-Abl PPI inh = 4
Cc1cc(C)cc(OC(=O)c2cccnc2)c1
  bovine MsrA act = 0; CSN deneddyl inh = 1; Rpn11 inh = i; MsrA inh = 0.6; FAS-TE inh = -1; MT1-MMP act inh = -6; E coli Lon inh = -8; PABP1 MLLE inh = 7; Rin1-Abl PPI inh = -1

Source: PubChem (several laboratories)
